RORgamma inh – qHTS for inhibitors of ROR gamma transcriptional activity. 5.4% of 310,000 active. Potency, µM (highest dose often 53.6 µM), inactives show at the top dose activity change, negative = inhibition, most hits filed as inhibitors. Drosophila S2 Gal4-RORgamma UAS-luciferase reporter, 20 h; note: potency is the fitted concentration of half-maximal effect; % is set by controls: 0 for no effect and ±100 for the full control effect; nearly all actives have a fitted effect of over 60% in size
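Schneider cells (Drosophila), stable Gal4 DBD–ROR gamma + UAS-luc; 1 hr cmpd preincubation; Cu2+ induction 700 uM final; 20 hr ambient; luminescence.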
Tb PFK block – qHTS Assay to Find Inhibitors of T. brucei phosphofructokinase; 0.17% of 330,000 active; AID 485367, 2010; Potency, µM (highest dose often 57.5 µM), inactives show at the highest dose activity, negative = inhibition, most hits filed as inhibitors; T. brucei PFK, ADP-Glo luminescence; ATP-dependent 6-phosphofructokinase (Trypanosoma brucei brucei), O15648;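 note: potency is the fitted concentration of half-maximal effect; 0% = uninhibited 1x PFK enzyme wells and -100% = no-enzyme wells; nearly all actives have a fitted effect of over 60% in size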
Target sequence (O15648 whole entry, looked up): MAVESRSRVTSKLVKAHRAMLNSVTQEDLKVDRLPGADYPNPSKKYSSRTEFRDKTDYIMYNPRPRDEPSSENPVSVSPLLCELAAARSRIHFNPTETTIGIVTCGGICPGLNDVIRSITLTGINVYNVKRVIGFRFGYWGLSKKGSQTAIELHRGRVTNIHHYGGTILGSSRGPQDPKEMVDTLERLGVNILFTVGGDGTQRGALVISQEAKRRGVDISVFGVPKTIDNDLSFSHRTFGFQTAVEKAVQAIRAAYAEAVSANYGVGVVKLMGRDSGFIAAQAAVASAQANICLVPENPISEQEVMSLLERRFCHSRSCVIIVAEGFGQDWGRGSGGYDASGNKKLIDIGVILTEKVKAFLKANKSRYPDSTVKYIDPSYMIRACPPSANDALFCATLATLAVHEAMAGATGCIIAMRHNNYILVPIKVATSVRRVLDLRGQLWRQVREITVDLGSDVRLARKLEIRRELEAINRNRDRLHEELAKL
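Compounds were pin-transferred as a titration series up to 57 uM into substrate buffer (0.5 mM F6P, 0.1 mM ATP, pH 8.0), then 1.25 nM PFK was added and reactions ran 45 min before ADP-Glo detection.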
Coupling enz – qHTS Assay for Inhibitors of Fructose-1,6-bisphosphate Aldolase from Giardia Lamblia: Coupling assay counterscreen. activity change, negative = inhibition, % at 58.2 µM, hits read low. coupling enzyme system counterscreen, AmpLite Red fluorescence. 0.67% of 290,000 active. AID 2472, 2010; in the data active = activity change below about -30%; note: % is set by controls: 0 for no effect and ±100 for the full control effect
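Activity here indicates interference with the coupling reaction, not aldolase inhibition. Compounds at 57.5 uM final met coupling enzymes for 10 min at RT; substrate and AmpLite Red detection followed, with a 525/598 nm fluorescence read after 20 min.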
uPA generation – qHTS for Inhibitors of Cell Surface uPA Generation. 0.31% of 330,000 active. Potency, µM (highest dose often 38.3 µM), for the others: at the highest dose activity change, negative = inhibition, hits mostly inhibitors. AID 540303, 2011. cell surface uPA generation assay, qHTS; active = well fitted inhibition curve with a large enough effect; inconclusive = small, poorly fitted or top-dose-only effect; inactive = no such curve, though single readings can be large or run the other way; tested in mouse RAW 264.7 cells; note: potency is the fitted concentration of half-maximal effect; % is set by controls: 0 for no effect and ±100 for the full control effect; nearly all actives have a fitted effect of over 55% in size
Giardia killer – Small Molecules that selectively kill Giardia lamblia: qHTS | 0.15% of 340,000 active | Giardia lamblia trophozoite viability | activity change, % at 7.66 µM, hits read low | AID 540267, 2011; in the data active = activity change below about -80%; inconclusive = between about -30% and that limit;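 note: parasites exposed to compound for two days anaerobically before the ATP read; % is set by controls: 0 for no effect and ±100 for the full control effect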
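Luminescence from cellular ATP indicates surviving trophozoites (100 cells/well) following 48 hrs anaerobic compound treatment at 37 deg C; signal develops 15-30 min at room temperature.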
NPC1 prom act – qHTS Assay for NPC1 Promoter Activators; Potency, µM (top dose mostly 9.22 µM), for the others: at the highest dose activation, actives largely listed as activators; 2.4% of 320,000 active; Huh7 NPC1 promoter luciferase reporter, 24 h;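 note: potency is the fitted concentration of half-maximal effect; % of control where 0% means no effect; nearly all actives have a fitted effect of over 60% in size; reporter is driven by a mutant NPC1 promoter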
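Compounds in DMSO were transferred onto Huh7 NPC1-luciferase reporter cells pre-incubated 2 h; after 24 h at 37 °C, Amplite reagent was dispensed and luminescence recorded 10 min later.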
Rab9 promoter act – qHTS Assay for Rab9 Promoter Activators. 2.8% of 320,000 active. AID 485297, 2010. Huh7 Rab9 promoter-luciferase reporter, luminescence, 24 h. Potency, µM (titrated, usually from 9.22 µM), inactives show at the top dose activation, negative = inhibition, actives largely listed as activators; note: potency is the fitted concentration of half-maximal effect; % of control where 0% means no effect; nearly all actives have a fitted effect of over 60% in size
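Cell-based reporter: Huh7 stable for Rab9 promoter-driven luciferase, plated in reduced-serum medium with 10% FBS at 1500 cells/well, compound-treated 24 h at 37 °C, luminescence read after 10 min reagent.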
VP16 counter – VP16 counterscreen qHTS for inhibitors of ROR gamma transcriptional activity; Drosophila S2 Gal4-VP16 UAS-luciferase, luminescence, 20 h; Potency, µM (series often up to 53.6 µM), for inactives: at the top dose activity, negative = inhibition, hits mostly inhibitors; 3.5% of 310,000 active;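 note: Gal4-VP16 expression switched on by copper sulfate through the metallothionein promoter; potency is the fitted concentration of half-maximal effect; % is set by controls: 0 for no effect and ±100 for the full control effect; nearly all actives have a fitted effect of over 50% in size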
KCNH2 3.1 block – qHTS for Inhibitors of KCHN2 3.1: Mutant qHTS; Potassium voltage-gated channel subfamily H member 2, brain isoform KCNH2 3.1 (human); U2OS KCNH2 3.1, thallium flux FluxOr; hits give low values; activity change, % (tested at about 1.8 µM); 0.95% of 340,000 active; AID 720553, 2013;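 active = maximum activity change below -70%; inconclusive = maximum activity change from -70% to -50%; inactive = maximum activity change above -50%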;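 note: thallium influx rate constant from kinetic fluorescence after stimulation buffer; % is set by controls: 0 for no effect and ±100 for the full control effect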
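Thallium flux via FluxOr fluorescence (Red40 quencher, 45 min loading) in U2OS cells virally expressing the KCNH2 3.1 isoform (1.77 x 10^8 /mL virus, overnight at 37 C). Rate constants from 2-min kinetic reads post-stimulation, normalised to positive and negative controls.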
ELG1 genotoxic – qHTS screen for small molecules that induce genotoxicity in human embryonic kidney (HEK293T) cells expressing luciferase-tagged ELG1; HEK293T ELG1-luciferase reporter, luminescence, 16 h; 1.3% of 330,000 active; Potency, µM (highest dose often 46 µM), for the others: at the highest dose activity change, positive = activation, hits mostly activators; note: potency is the fitted concentration of half-maximal effect; % of control where 0% means no effect; nearly all actives have a fitted effect of over 60% in size
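HEK293T cells expressing luciferase-tagged ELG1 were treated with compound or DMSO for 16 hr at 37°C. Luciferase activity was then read after 30 min with ONE-Glo at room temperature; rising signal flags genetic stress.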
FLuc counter – qHTS profiling assay for firefly luciferase inhibitor/activator using purifed enzyme and Km concentrations of substrates (counterscreen for miR-21 project). 6.9% of 360,000 active. Potency, µM (titrated, usually from 57.5 µM), without a hit: at the highest dose activity change, negative = inhibition, most hits filed as inhibitors. AID 588342, 2011. purified FLuc, Km substrates, luminescence inhibition;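 note: potency is the fitted concentration of half-maximal effect; plate controls were vehicle for no effect and reference inhibitor for full effect; nearly all actives have a fitted effect of over 55% in size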
Target sequence (P08659 whole entry, looked up): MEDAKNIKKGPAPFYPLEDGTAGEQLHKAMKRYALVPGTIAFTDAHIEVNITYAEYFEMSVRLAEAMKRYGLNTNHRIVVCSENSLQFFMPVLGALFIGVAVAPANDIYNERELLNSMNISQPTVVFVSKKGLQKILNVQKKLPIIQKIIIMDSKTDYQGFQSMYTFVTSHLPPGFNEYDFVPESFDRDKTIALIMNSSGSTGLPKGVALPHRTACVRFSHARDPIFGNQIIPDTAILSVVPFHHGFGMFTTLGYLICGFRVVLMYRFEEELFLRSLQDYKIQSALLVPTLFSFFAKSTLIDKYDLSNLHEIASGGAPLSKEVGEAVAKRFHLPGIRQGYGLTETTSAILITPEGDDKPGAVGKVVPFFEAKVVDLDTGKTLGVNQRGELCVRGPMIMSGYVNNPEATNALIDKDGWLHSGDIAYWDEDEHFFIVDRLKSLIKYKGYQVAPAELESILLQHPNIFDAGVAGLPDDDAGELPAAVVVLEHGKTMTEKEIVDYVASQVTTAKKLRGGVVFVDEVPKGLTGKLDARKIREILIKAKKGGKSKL
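Purified P. pyralis luciferase (10nM final) with 10uM D-luciferin and 10uM ATP (Km levels) in 50mM Tris acetate pH 7.5, 10mM Mg acetate, 0.01% Tween-20, 0.05% BSA; qHTS 6-point titration, ~60 µM downward; luminescence read.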
The depositor's hits bear a star; ? = inconclusive; . = not tested or not shown; & = joins results of further samples; [ ] = dose if it differs, or a comment. Unless noted, calls come from the whole dose curve; as a rule, active = well fitted curve in the direction sought with a large enough effect; inconclusive = small, poorly fitted or top-dose-only effect, or another doubt; inactive = no such curve, though single readings can be large; an effect the other way counts as inactive or inconclusive. Rows were taken by chance. Share with any hit: about 14%.

cpd	canonical_smiles	RORgamma inh	Tb PFK block	Coupling enz	uPA generation	Giardia killer	NPC1 prom act	Rab9 promoter act	VP16 counter	KCNH2 3.1 block	ELG1 genotoxic	FLuc counter
1	O=C(NCc1ccccn1)c1cc(-c2ccc(Cl)cc2)nc2ccccc12	3%	2%	0	?	1	3%	-1%	-11%	8	-6%	5.4µM*
2	COC(=O)CCC(=O)NN1C(=O)c2ccccc2C1=O	11%	2%	1	-3%	0	-13%	-24%	14%	2	0%	0%
3	CCOC(=O)C1=C(COC(=O)CCNS(=O)(=O)c2ccc(C)c(C)c2)NC(=O)NC1C (centres undefined)	.	-8%	.	-7%	-29	-1%	-3%	.	-4	1%	5%
4	CC(C)C(=O)NC(=S)Nc1ccccc1C(=O)NC1CCCCC1	-33%	-6%	4	1%	1	-8%	1%	3%	19	0%	1%
5	O=C(NC(=S)Nc1ccc(N2CCOCC2)c(Cl)c1)C(c1ccccc1)c1ccccc1	2.8µM*	3%	13	4%	?	-1%	3%	5.6µM*	-8	-3%	9%
6	CCC1(C)NC(=O)N(CC(=O)Nc2sc3c(c2C(=O)OC)CCCCC3)C1=O (centres undefined)	?	2%	0	2%	12	-1%	-2%	-1%	-40	0%	-1%
7	CCN(C(=O)CC(C)C)c1nnc(Cn2nnc3ccccc32)s1	18%	1%	4	2%	-13	-11%	-12%	?	-7	-1%	-10%
8	CN(C)CCCSc1nc2ccccc2s1	6%	-6%	0	-5%	-7	14%	3%	4%	15	8%	?
9	Cn1cc(CN2CCC(O)CC2)c(-c2ccc(Oc3ccccc3)cc2)n1	-40%	2%	0	-23%	9	-1%	4%	-5%	7	2%	4%
10	Cc1cc(Oc2ccc(=O)n(C)n2)nc(SCc2ccccc2)n1	-19%	2%	2	?	25	-3%	-2%	-16%	-2	4%	-3%
11	CC(=Nc1cccc(O)c1)c1sc2ccccc2c1O	-35%	6%	-1	1%	-12	29%	?	-3%	1	1.6µM*	1.7µM*
12	COc1ccc(OC)c(NC(=O)CN2CCC(NC(=O)c3ccccc3C)CC2)c1	15%	3%	2	3%	-25	-1%	0%	-10%	8	-9%	0%
13	S=c1[nH]nc(-c2cccc(Cl)c2)n1/N=C/c1ccc(-c2ccccc2Br)o1	0.79µM*	2%	-1	20%	5	1%	-1%	-9%	-14	-5%	-3%
14	C=CCOc1ccc(C2/C(=C(\O)c3c(C)[nH]c(C(=O)OC)c3C)C(=O)C(=O)N2CCN(C)C)cc1 (centres undefined)	26%	-3%	0	5%	-6	-1%	1%	15%	3	0%	3%
15	O=C(NCCC1=CCCCC1)C(=O)NCc1ccccc1Cl	13%	3%	-2	.	-9	13%	23%	15%	26	3%	0%
16	CC(C)(C)OC(=O)N[C@@H](Cc1ccccc1)C(=O)NCC1CCC(C(=O)O)CC1 (some centres undefined)	4%	-4%	-2	-6%	5	-5%	-4%	-5%	6	-1%	-1%
17	COc1ccccc1CC(=O)Nc1ccc(-c2nnc(-c3ccco3)o2)cc1	-2%	20%	0	2%	1	2%	-5%	-1%	3	-1%	-18%
18	COc1ccc(OCC(O)Cn2c(N3CCCCC3)nc3c2c(=O)n(C)c(=O)n3C)cc1 (centres undefined)	?	1%	-2	1%	-2	5%	4%	-6%	-4	-3%	-1%
19	CCOc1ccc(CC(=O)NNC(=S)NC)cc1Br	-30%	-7%	0	-3%	-13	-4%	-1%	-7%	-7	3%	2%
20	CC(C)c1ccc(OCC(=O)NC(Cc2c[nH]c3ccccc23)C(=O)O)cc1 (centres undefined)	13%	-2%	13	-3%	-11	3%	5%	3%	12	-2%	?
21	CCC(CC)c1nnc(NC(=O)CN2C(=O)C3C4C=CC(C4)C3C2=O)s1 (centres undefined)	?	1%	-3	4%	8	1%	-2%	5%	-1	-1%	-1%
22	COc1cc(OC)c(NC(=S)NCc2ccc(F)cc2)cc1Cl	?	-6%	-2	0%	7	-4%	0%	-27%	-107*	-1%	0%
23	O=C(CSCc1ccccc1)N1CCN(c2ccccc2)CC1	41%	10%	4	10%	-29	?	?	23%	.	?	24µM*
24	CS(=O)(=O)N1CC2CCCN2c2ccc(C(F)(F)F)cc21 (centres undefined)	0%	4%	0	-1%	-17	0%	-2%	-14%	17	0%	-3%
25	O=C(CN1C(=O)S/C(=C/c2ccncc2)C1=O)Nc1ccccc1	25%	8%	.	-10%	-6	0%	3%	?	-26	-7%	0%
26	CNC(=O)Cn1ncc2c(C)n(Cc3ccc(C)cc3)c(C)c2c1=O	-23%	-3%	1	-5%	-12	-5%	4%	12%	-8	2%	-1%
27	CCCCn1ccnc1C(=O)c1ccc(S(=O)(=O)N(CCOC)CCOC)cc1	28%	0%	-1	1%	36[activator]	-4%	0%	8%	-15	-1%	1%
28	CC(=O)Nc1ccc(S(=O)(=O)N=S(C)C)cc1	-9%&-2%	3%&1%	2&2	4%	-2	0%&-1%	-3%&0%	-6%&1%	5	0%&1%	-1%&0%
29	Cn1cc(-c2ccccc2)cc(C#N)c1=O	-19%	0%	-2	-4%	7	-8%	-3%	19%	-2	8%	3%
30	CCN(CC)CCCNC(=O)CSc1nc(-c2cccs2)cc(C(F)(F)F)n1	-15%	-6%	2	3%	-10	0%	0%	-10%	2	1%	-2%
31	Cc1ccccc1OCC(=O)N/N=C/c1cn(C)c2ccccc12	?	2%	-9	-9%	-5	-1%	13%	-10%	2	-2%	15µM*
32	CCCC(=O)NC(c1ccc(OC)c(OC)c1)c1c(O)ccc2ccccc12 (centres undefined)	31%	7%	0	1%	6	4%	-11%	0%	-9	0%	1%
33	COc1ccccc1NC(=O)Nc1sccc1-c1nc2ccccc2s1	?	0%	-13	2%	-5	9%	-3%	-1%	6	-5%	?
34	N#CC1=C(SCC(=O)Nc2cccc3cccnc23)NC(=O)C(C#N)C12CCCCC2 (centres undefined)	?	6%	-36*	.	-7	-1%	-2%	3%	3	-5%	3%
35	CC(=O)Nc1ccc(SC(C)C(=O)NC2CCCC2)cc1 (centres undefined)	-4%	1%	-2	.	13	-2%	4%	7%	-1	4%	2%
36	O=C(CSc1ncccn1)Nc1ccccc1	37%	-9%	-1	.	5	3%	1%	8%	4	13%	-12%
37	O=C1C2C3CCC(C3NCc3ccccc3)C2C(=O)N1Cc1ccccc1 (centres undefined)	30%	1%	-2	5%	-18	4%	-2%	-3%	-10	-14%	1%
38	Cn1c(=O)n(Cc2ccccc2)c(=O)c2c1nc1n2CCCN1Cc1ccccc1	-11%	-2%	-1	-2%	-7	-2%	2%	-4%	-9	0%	3%
39	CCOC(=O)N1CCN(C(=O)CSc2ccc3nnc(-c4ccccn4)n3n2)CC1	4%	-1%	2	-3%	1	-4%	-1%	-6%	6	1%	-3%
40	O=C(CCC(=O)c1cccs1)NC(c1ccccc1)c1ccccc1	?	-1%	1	7%	3	-1%	-2%	12%	2	1%	0%
41	COc1cc(C=O)ccc1OCCSc1ccc(Cl)cc1	?	2%	-1	.	-12	1%	-7%	?	-8	12%	?
42	CC(NC(=O)CN(c1cccc(C(F)(F)F)c1)S(=O)(=O)c1ccc(Cl)c([N+](=O)[O-])c1)c1ccccc1 (centres undefined)	?	0%	-4	-20%	7	-8%	6%	?	-7	-6%	3%
43	Cc1ccc(-n2c(=S)[nH]c3[nH]ncc3c2=O)cc1	?	-5%	-1	27%	9	0%	-5%	-1%	0	0%	0%
44	Cc1cccc(NC(=O)CSc2nc3ccccc3nc2N2CCCCC2)c1	?	3%	2	3%	5	-6%	9%	-6%	7	-1%	0%
45	Cc1ccc(S(=O)(=O)N(Cc2ccc(Cl)cc2)c2ccccc2C(=O)NCc2cccnc2)cc1	?	-2%	0	-13%	-8	-4%	-6%	-5%	-1	-5%	0%
46	O=C(NCN1CCN(c2ccccc2F)CC1)c1ccccc1	-3%	1%	4	1%	-5	-3%	3%	-5%	-12	2%	2%

Source: PubChem BioAssay
